# Source: PubChem BioAssay (several laboratories)
# Arrestin-AP2 inh: blocks beta-arrestin peptide binding to AP2 adaptin; FITC-arrestin peptide / GST-AP2 beads, flow cytometry; AP2 beta2 appendage carries R879A mutation; inhibition, % at 10 µM; actives 0.31% (n = 340,000); AID 504490;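 active = inhibition above a set limit, near 3 SD of compounds lacking own fluorescence, cut at about 54% in these data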;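 note: plate controls were DMSO wells for no effect and 5 µM unlabelled arrestin peptide for full effect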
#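 Material – GST-tagged AP2 beta2-adaptin appendage (R879A) on 4 µm glutathione beads · Probe or stimulus – fluorescein-tagged arrestin peptide at 50 nM final · Timing – 12 min plus 1 h, RT · Detection – bead flow cytometry, FITC channel · Read-out basis – inhibition as reduced fluorescein signal on beads, percent · Medium – PBS plus Tween 20 (0.05%) and BSA (0.1%)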
# V-ATPase pH: yeast V-ATPase proton transport regulation by pHLuorin; S. cerevisiae, pHLuorin cytosolic pH fluorescence; response, % at 10 µM; actives 0.37% (n = 350,000); in the data active = response mostly above about 7.3%, no sharp cut-off; inactive = mostly below about 5.4%; note: actives read high; inactives centre near 0; some compounds called inactive have numbers as strong as hits
# CAL PDZ FP-1: inhibitors of human CAL PDZ peptide binding; inhibition, % at 24.9 µM; AID 602252; purified CAL PDZ, TMR-peptide fluorescence polarization, 1 h; actives 0.92% (n = 300,000);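 active = mean inhibition of at least 30% with at least half of replicates also reaching 30%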;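 note: 0% = DMSO neutral control and 100% = excess unlabeled competitor peptide PRC23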
# Keap1 Nrf2 FP: Keap1-Nrf2 (human) interaction inhibition; Q14145; Keap1 Kelch-Nrf2 peptide fluorescence polarization, 1536-well; inhibition, % at 9.4 µM; actives 0.15% (n = 340,000); AID 504523; in the data active = inhibition above about 12%;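 note: human Keap1 Kelch domain with fluorescein labeled Nrf2 9mer peptide probe; 0% = neutral control wells and 100% = peptide positive control; higher means more block of Keap1 binding to Nrf2 peptide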
# LANA DNA inh: inhibitors of KSHV LANA C-terminal domain DNA binding | MBP-C-LANA/FAM-LBS DNA binding, fluorescence polarization | inhibition, % at 9 µM | actives 0.078% (n = 340,000) | AID 504423;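 active = highest replicate inhibition at or above 60% at 9 µM, even if other replicates fall short; inactive = all replicates below 60% inhibition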;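 note: 0% = neutral control wells and 100% = 4 µM acridine orange control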
# RTF Ca sens inh: cardiac RTF calcium desensitization; IANBD-labeled cardiac RTF, Ca2+ fluorescence; P19429+P45379; actives 0.12% (n = 340,000); inhibition, % at 7.15 µM;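 active = inhibition above the mean inhibition of all tested compounds plus 3 SD, cut at about 17% in these data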;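 note: assay run at fixed EC70 calcium of 1.6 mM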
# DAGLB inh: diacylglycerol lipase beta (human) inhibition | Q8NCG7 | actives 0.059% (n = 340,000) | HEK293T DAGLB membrane lysate, EnzChek fluorogenic substrate | inhibition, % at 5.17 µM; in the data active = inhibition above about 34%;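 note: 0% = enzyme with vehicle and 100% = wells lacking enzyme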
# NSD2 inh: inhibitors of human histone methyltransferase NSD2. O96028. NSD2 peptide methylation, AlphaScreen, 120 min. inhibition, % at 12.5 µM. actives 0.54% (n = 310,000); in the data active = inhibition above about 50%
# CAL PDZ FP-2: inhibitors of human CAL PDZ peptide binding; purified CAL PDZ, TMR-peptide fluorescence polarization, 1 h; inhibition, % at 20 µM; actives 0.02% (n = 330,000); AID 504414;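 active = highest replicate inhibition of at least 40%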;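 note: plate controls were DMSO neutral control wells for no effect and unlabeled competitor peptide control wells for full effect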
#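 Material – purified CerCALP PDZ construct · Detection – FP readout, S and P plane fluorescence · Measure – percent inhibition from loss of millipolarization · Controls – unlabelled peptide for full inhibition, DMSO wells as neutral · Probe or stimulus – TMR-labelled reporter peptide T*-PRC34 bound in PDZ groove · Times – 1 h at RT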
# Pemphigus Ab inh: blocks pemphigus antibody binding to human desmoglein-3. P32926. binding (percent of control), % at 10 µM. actives 0.48% (n = 310,000). DSG3-coupled beads, scFv-anti-DSG3-GFP binding, flow cytometry; stronger effect = lower value;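 active = binding more than 3 SD below its plate's average and above zero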;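 note: hits lower antibody fragment binding to DSG3; some compounds called inactive have numbers as strong as hits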
# Target sequence (P32926 whole entry, looked up, the tested form may be a part): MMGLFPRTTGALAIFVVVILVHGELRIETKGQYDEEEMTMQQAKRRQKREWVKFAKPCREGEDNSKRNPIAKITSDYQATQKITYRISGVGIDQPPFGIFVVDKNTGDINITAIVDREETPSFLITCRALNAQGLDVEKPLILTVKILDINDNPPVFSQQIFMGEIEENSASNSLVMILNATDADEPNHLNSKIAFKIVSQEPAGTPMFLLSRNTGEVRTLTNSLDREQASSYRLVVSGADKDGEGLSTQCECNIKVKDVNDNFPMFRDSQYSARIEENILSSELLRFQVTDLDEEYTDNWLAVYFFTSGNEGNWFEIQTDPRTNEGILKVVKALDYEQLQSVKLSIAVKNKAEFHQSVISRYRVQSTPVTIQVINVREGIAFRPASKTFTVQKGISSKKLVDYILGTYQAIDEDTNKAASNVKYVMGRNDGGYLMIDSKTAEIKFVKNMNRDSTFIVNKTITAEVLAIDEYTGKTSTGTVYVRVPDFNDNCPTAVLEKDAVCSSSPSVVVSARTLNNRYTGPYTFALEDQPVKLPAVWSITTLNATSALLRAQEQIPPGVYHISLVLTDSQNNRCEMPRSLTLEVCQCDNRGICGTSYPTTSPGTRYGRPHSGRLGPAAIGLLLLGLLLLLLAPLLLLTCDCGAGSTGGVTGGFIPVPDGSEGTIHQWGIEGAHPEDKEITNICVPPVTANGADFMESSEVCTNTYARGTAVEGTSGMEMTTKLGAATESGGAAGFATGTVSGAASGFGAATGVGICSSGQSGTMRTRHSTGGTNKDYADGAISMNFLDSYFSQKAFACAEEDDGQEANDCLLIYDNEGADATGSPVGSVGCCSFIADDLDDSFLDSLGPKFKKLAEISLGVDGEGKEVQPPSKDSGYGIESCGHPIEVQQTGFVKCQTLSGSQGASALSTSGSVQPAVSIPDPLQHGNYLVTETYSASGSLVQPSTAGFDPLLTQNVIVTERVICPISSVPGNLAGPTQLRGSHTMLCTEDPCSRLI
# Active calls of the source: *; · = not tested or not shown.
structure	Arrestin-AP2 inh	V-ATPase pH	CAL PDZ FP-1	Keap1 Nrf2 FP	LANA DNA inh	RTF Ca sens inh	DAGLB inh	NSD2 inh	CAL PDZ FP-2	Pemphigus Ab inh
CCN(CC)Cc1c(O)c(Cl)cc2c(C)cc(=O)oc12	11	-2	2	6	8.0	-4	-1	112*	-1.1	99
COc1ccc(-c2nnc(SCc3ccc(C(=O)O)cc3)n2C)cc1OC	-11	-1	3	1	0.4	-11	1	0	-0.3	103
COc1ccc(CNCc2ccc3c(c2)OCO3)cc1Br	51	-2	0	-2	-2.3	2	-2	3	-1.9	108
COc1ccc(C(=O)NCC(=O)NCC(=O)OCC(=O)c2cccs2)cc1	16	-4	-2	-6	1.0	8	-1	0	0.1	110
O=C(Nc1oc2ccc(Cl)cc2c(=O)c1-c1ccc(F)cc1)c1ccco1	-18	1	-1	-1	-0.6	-14	-1	-2	-2.2	108
Cc1cccc(OCCCCN2CCNCC2)c1	-1	-2	-3	0	-0.2	1	-1	-4	-0.8	99
Cc1n[nH]c(=S)n1/N=C/c1c(O)ccc2ccccc12	33	-4	-3	-3	0.0	-6	1	0	-1.2	117
COc1ccc(-c2cc(C(F)(F)F)n3nc(C(=O)N4CCCC4)cc3n2)cc1	0	0	1	-1	-0.7	-10	1	-1	0.5	108
COc1ccc(C)cc1NC(=O)C1CCC(CNc2c(N3CCOCC3)c(=O)c2=O)CC1 (configuration not stated)	-2	1	·	1	-0.5	-8	-2	·	-0.7	98
CC(C)(C)NC(=O)COC(=O)c1ccc(Cl)nc1	-8	-1	·	0	-0.9	-8	-1	-1	-1.0	97
Cc1cccc(N=Nc2c(N)n[nH]c2N)c1	5	0	-4	-3	-1.9	-3	0	9	-0.6	90
CCCCNC(=O)c1ccc(CS(=O)(=O)Cc2ccccc2F)o1	8	4	-1	-2	0.3	-7	3	0	0.0	99
O=C(NCc1cccs1)[C@@H]1CCCN1S(=O)(=O)c1ccccc1F	-1	1	-3	-1	2.0	-5	1	-1	0.5	·
O=C1Nc2ccccc2C1Cc1ccccn1 (configuration not stated)	-6	0	·	3	-4.1	-5	1	-2	-0.2	106
Cc1ccc(N(C)C(=O)C2CCCN2S(=O)(=O)c2ccc3c(c2)n(C)c(=O)c(=O)n3C)cc1 (configuration not stated)	-5	0	1	-4	24	9	3	-3	-0.3	99
O=C(NC(=S)N(CCO)Cc1ccccc1)c1ccc(S(=O)(=O)N2CCCC2)cc1	0	-1	-2	-6	-0.5	-1	-2	-1	-0.6	106
CCN(CC(=O)NCc1cccs1)C(=O)c1ccc(N(C)S(=O)(=O)c2ccc(C)cc2)cc1	7	15	5	-2	-0.1	0	-4	0	-1.9	102
Cc1nn(C(C)C(=O)NCCc2ccccc2)c(=O)c2cc3occc3n12 (configuration not stated)	26	-2	·	0	-1.6	-2	0	6	0.1	101
O=S(=O)(c1ccc(F)cc1)N1CCn2c(nc3ccccc32)C1	-5	-2	-10	-1	0.8	-6	-1	·	-0.1	99
C=CCC(=O)N1CCCC(C(=O)c2ccc(Cl)cc2)C1 (configuration not stated)	28	3	-5	0	0.2	-4	-4	-1	0.4	113
O=C1C2C3C=CC(C2C(=O)N1c1ccccc1O)C1C2C(=O)N(c4ccccc4O)C(=O)C2C31 (configuration not stated)	8	-1	·	3	0.0	1	-2	5	-1.0	101
Cc1ccc(N2CC(C(=O)N/N=C/c3cccc([N+](=O)[O-])c3)CC2=O)cc1 (configuration not stated)	-9	1	-1	-5	0.6	3	1	1	-1.1	97
O=C(NC1CCOc2ccccc21)C1CCCC1 (configuration not stated)	36	2	-4	7	-0.1	-1	-3	27	-3.1	113
c1ccc2c(CNc3ccc(CNc4ncn[nH]4)cc3)cccc2c1	6	-1	-2	-1	3.0	-10	1	6	-0.3	102
COc1cccc(/C=N/NC(=O)CC(C)O)c1OC/C=C/c1ccccc1 (configuration not stated)	-15	1	-7	-2	-0.6	-7	-3	0	-3.9	107
Cc1ccc(C(C(=O)NC2CCCC2)N(Cc2ccco2)C(=O)CCC(=O)Nc2cc(C)on2)cc1 (configuration not stated)	19	0	·	0	-0.2	1	1	·	-0.2	97
O=C(CSc1nc2ccccc2c(=O)n1Cc1ccc(F)cc1)NCc1cccs1	87*	-3	-2	0	-1.8	7	0	0	-1.8	119
COc1ccccc1NC(=O)c1cc(=O)[nH]c2ccccc12	10	-1	4	-5	-0.1	0	2	31	-2.0	112
Cc1cc(=O)n2c(C(=O)Nc3ccc(C)c(C)c3)c(C(=O)Nc3ccccc3)sc2n1	-27	2	·	4	1.4	5	0	4	-0.6	101
O=C(CN(C(=O)CNC(=O)c1ccco1)c1cccc(F)c1)NC1CCCCC1	0	2	-4	-3	-0.3	6	-2	0	-0.8	105
O=C(Cc1coc2cc3c(cc12)CCC3)NC1CCCCCCC1	-5	-2	0	1	3.9	-4	-8	-4	-0.6	96
O=C(Oc1ccc(Cl)cc1)N1CCCCC1	8	-4	1	0	-0.9	-14	-5	-1	0.0	100
O=C(O)c1cc(NCc2c(F)cccc2Cl)ccc1N1CCOCC1	9	-3	·	1	1.0	2	2	-9	-3.3	98
O=c1c2ccccc2cnn1-c1ccc(Br)cc1	-1	-1	1	-1	0.1	-5	3	0	1.4	106
COc1ccc(-c2nnn(CC(=O)OC3CCCCC3)n2)cc1OC	23	-3	1	-2	-0.2	-7	-8	0	-1.2	·
O=C(Cc1ccccc1)N[C@@H](Cc1ccccc1)c1nc2ccccc2[nH]1	-159	0	-2	4	0.4	-1	1	-3	-0.6	103
CCOC(=O)CSc1nnc(-c2ccccc2)c(-c2ccccc2)n1	31	-3	-12	2	1.3	-4	-8	-1	·	100
CSc1ccccc1NC(=O)c1cc(C(C)C)on1	0	0	-3	0	0.4	7	-9	11	0.4	·
CCOc1cc(C2NC(=O)NC(c3ccccc3)=C2C(C)=O)ccc1OCC(N)=O (configuration not stated)	9	1	-2	-3	-1.4	-5	3	27	-0.6	107
CCOC(=O)C1=C(COC(=O)c2ccc([N+](=O)[O-])s2)NC(=O)NC1C (configuration not stated)	15	4	-4	0	0.4	-4	-2	104*	1.0	91
Cc1nnc(NC(=O)c2oc3ccccc3c2C)s1	37	0	0	2	1.0	-5	1	-3	-2.0	·
CCOC(=O)N1CC(C)N(C(=S)Nc2ccccc2)CC1C (configuration not stated)	-23	-4	-11	0	-2.8	-7	-1	-4	-0.6	105
O=C(Nc1ccc(N2CCN(C(=O)c3ccccc3)CC2)cc1)c1ccc([N+](=O)[O-])o1	38	-1	0	-2	0.6	2	5	15	-2.6	95
O=C(Nc1nccs1)c1ccc(S(=O)(=O)c2ccccc2)cc1	-8	2	-1	7	2.7	-13	3	-1	-1.9	65
CC1(C)CC(=O)c2sc(NC(=O)CN3C(=O)CCC3=O)nc2C1	16	1	·	2	0.3	-9	3	·	-0.6	105
Cn1ccnc1SCC(=O)Nc1cccc2ccccc12	7	-3	·	-7	0.6	-3	0	0	0.2	101
S=C(Nc1ccc(Br)cc1)NC1CCN(Cc2ccccc2)CC1	0	-1	·	1	0.5	-7	0	-5	-2.3	100
CCOC(=O)[C@@H]1[C@H]2COc3ccccc3[C@@H]2N2C(=O)N(c3cccc(F)c3)C(=O)[C@@]12C	26	4	1	2	-0.3	9	-6	·	0.0	101
COc1ccc(CCN2CC(C(=O)NCc3c(C)n[nH]c3C)CCC2=O)cc1 (configuration not stated)	4	0	1	-5	1.7	1	-1	-3	-2.3	116
O=C1c2ccccc2C(=O)N1Cc1nn2c(-c3ccc(Cl)cc3)nnc2s1	9	-1	1	5	0.0	-4	0	-2	-1.2	59*
CCOC(=O)C(NC(C)=O)C(OC(C)=O)c1cccc([N+](=O)[O-])c1 (configuration not stated)	26	-2	-4	-2	1.2	-11	1	-3	·	68
O=Cc1c(Cl)[nH]c(=O)n1-c1ccccc1	-2	2	3	-5	0.8	·	·	0	-1.5	109
Cc1ccc(S(=O)(=O)NCCSc2nnc(N)s2)cc1	-8	-1	-4	3	5.1	-14	-3	-2	·	91

# Of the compounds above, 9 contain an aryl methoxy group:
structure	Arrestin-AP2 inh	V-ATPase pH	CAL PDZ FP-1	Keap1 Nrf2 FP	LANA DNA inh	RTF Ca sens inh	DAGLB inh	NSD2 inh	CAL PDZ FP-2	Pemphigus Ab inh
COc1ccc(-c2nnc(SCc3ccc(C(=O)O)cc3)n2C)cc1OC	-11	-1	3	1	0.4	-11	1	0	-0.3	103
COc1ccc(CNCc2ccc3c(c2)OCO3)cc1Br	51	-2	0	-2	-2.3	2	-2	3	-1.9	108
COc1ccc(C(=O)NCC(=O)NCC(=O)OCC(=O)c2cccs2)cc1	16	-4	-2	-6	1.0	8	-1	0	0.1	110
COc1ccc(-c2cc(C(F)(F)F)n3nc(C(=O)N4CCCC4)cc3n2)cc1	0	0	1	-1	-0.7	-10	1	-1	0.5	108
COc1ccc(C)cc1NC(=O)C1CCC(CNc2c(N3CCOCC3)c(=O)c2=O)CC1 (configuration not stated)	-2	1	·	1	-0.5	-8	-2	·	-0.7	98
COc1cccc(/C=N/NC(=O)CC(C)O)c1OC/C=C/c1ccccc1 (configuration not stated)	-15	1	-7	-2	-0.6	-7	-3	0	-3.9	107
COc1ccccc1NC(=O)c1cc(=O)[nH]c2ccccc12	10	-1	4	-5	-0.1	0	2	31	-2.0	112
COc1ccc(-c2nnn(CC(=O)OC3CCCCC3)n2)cc1OC	23	-3	1	-2	-0.2	-7	-8	0	-1.2	·
COc1ccc(CCN2CC(C(=O)NCc3c(C)n[nH]c3C)CCC2=O)cc1 (configuration not stated)	4	0	1	-5	1.7	1	-1	-3	-2.3	116

# Among those listed so far, these contain a COOH group:
structure	Arrestin-AP2 inh	V-ATPase pH	CAL PDZ FP-1	Keap1 Nrf2 FP	LANA DNA inh	RTF Ca sens inh	DAGLB inh	NSD2 inh	CAL PDZ FP-2	Pemphigus Ab inh
COc1ccc(-c2nnc(SCc3ccc(C(=O)O)cc3)n2C)cc1OC	-11	-1	3	1	0.4	-11	1	0	-0.3	103
O=C(O)c1cc(NCc2c(F)cccc2Cl)ccc1N1CCOCC1	9	-3	·	1	1.0	2	2	-9	-3.3	98

# An excerpt; count on the stated rates, not on these rows.
